SK-BR-3 tox 24h – SK-BR-3 proliferation inhibitors, primary screen, cell-based, human, 24 h. SK-BR-3 viability, CellTiter-Glo ATP luminescence; hits give low values. viability, % at 10 µM. 41,000 compounds, 0.47% hits. AID 847, 2007;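 active = viability at or below the median of all test compounds minus 3 SD, in both replicates if run twice, cut at about 45% in these data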;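 note: 100% = median untreated cell wells and 0% = median positive control drug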
Numbers without * were called inactive. The list is partial (hit frequency here may not be typical).

smiles | SK-BR-3 tox 24h
COc1ccc(OC)c(NC(=O)C(CC(C)C)NC(=O)C2CCCCC2)c1 (configuration not stated) | 89
COc1ccc2[nH]c(=O)c(CN(Cc3nnnn3Cc3ccco3)C3CCCCC3)cc2c1 | 90
COc1ccc(NC(=O)CSC2=NC(=O)CC(C)=N2)cc1 | 85
CS(=O)(=O)N(CC(=O)NCc1ccc2c(c1)OCO2)Cc1ccccc1 | 89
CC(=O)C1=C(O)C=C(c2ccco2)CC1c1ccco1 (configuration not stated) | 74
COc1ccc(-c2cc(C(F)F)n3ncc(C(=O)N4CCSCC4)c3n2)cc1 | 98
CCN(CC)CCCN1C(=O)c2oc3ccccc3c(=O)c2C1c1cccnc1 (configuration not stated) | 77
COC(=O)COc1ccc(S(=O)(=O)Nc2ccc3c(c2)OCO3)cc1 | 119
CC1(C)[N+]([O-])=C2C(=[N+]([O-])C1(C)C)c1ccccc1/C2=N\O | 95
O=C(CSc1nc2ccccc2n1CC(=O)N1CCCC1)NCc1ccc2c(c1)OCO2 | 85
CS(=O)(=O)N1CCN(C(=O)c2cc(-c3ccncc3)nc3ccc(Cl)cc23)CC1 | 85
CC(=O)Nc1cccc(N2C(=O)CC(N3CCC(C(=O)N4CCCCC4)CC3)C2=O)c1 (configuration not stated) | 97
CCOc1ccc2[nH]c(=O)c(C(c3nnnn3C3CCCCC3)N3CCN(CC)CC3)cc2c1 (configuration not stated) | 89
C=CCNc1nc(N2CCCCC2)c(C#N)c2c1CN(Cc1ccccc1)CC2 | 68
CCCOC(=O)CSC1=C(C#N)C(c2ccccc2OC)C(C#N)C(=O)N1 (configuration not stated) | 111
CCOc1ccc(NC(=O)CC2CC(C)(C)OC2=O)cc1 (configuration not stated) | 106
Cc1nnc(NC(=O)CSc2nnc3scc(-c4ccc(C)c(C)c4)n23)s1 | 103
CC(=O)Nc1nc(CC(C)C)cc2c1c(=O)oc1ccccc12 | 94
O=C(CN1CCN(Cc2ccccc2)CC1)Nc1ccc(Cl)cn1 | 88
CCOc1cc(-c2conc2N)cc(OCC)c1OCC | 91
CCC(C)(C)NC(=O)C(c1ccc(F)cc1)N(Cc1ccco1)C(=O)c1snc(C(N)=O)c1N (configuration not stated) | 86
COc1ccc(S(=O)(=O)N2CCOCC2)c(Cl)c1Cl | 85
COC(=O)CNC(=O)Cn1cnc2sc(C)c(S(=O)(=O)N3CCC(C)CC3)c2c1=O | 82
COc1ccc2c(c1)CCc1c(C(=O)N3CC4(C)CC3CC(C)(C)C4)noc1-2 (configuration not stated) | 78

A draw from above in order of count of non-hydrogen atoms, lowest first:
smiles | SK-BR-3 tox 24h
COc1ccc(NC(=O)CSC2=NC(=O)CC(C)=N2)cc1 | 85
COc1ccc2c(c1)CCc1c(C(=O)N3CC4(C)CC3CC(C)(C)C4)noc1-2 (configuration not stated) | 78
C=CCNc1nc(N2CCCCC2)c(C#N)c2c1CN(Cc1ccccc1)CC2 | 68

Remaining list, next part
smiles | SK-BR-3 tox 24h
CCOC(=O)N1CCN(S(=O)(=O)c2ccc(Br)s2)CC1 | 81
CCOC(=O)C1CCN(C(=O)CSc2cc(=O)n(C)c3ccccc23)CC1 | 94
COc1cc(C)c(C(C)C)cc1S(=O)(=O)N1CCN(C)CC1 | 81
O=C1C2CC=CCC2C(=O)N1CC1CCCO1 (configuration not stated) | 89
O=C(O)C1CCC(CNCc2cccnc2)CC1 (configuration not stated) | 83
FC(F)(F)Oc1ccc(Nc2nc3ccccc3o2)cc1 | 92
CCN1C(=O)C(O)(CC(=O)c2ccc(-n3cccc3)cc2)c2ccccc21 (configuration not stated) | 96
C=CCN(CC=C)C(=O)Cc1ccc(F)cc1 | 87
COc1cccc(-c2ccc(-c3noc(-c4ccccc4F)n3)c(OC)n2)c1 | 99
Cc1cc(C)c2c3c(c(-c4ccccc4)n2n1)c(=O)n(C)c(=O)n3C | 86
Cc1nnc(NC(=O)C2CCN(c3cnccn3)CC2)s1 | 103
O=C1c2ccccc2C(=O)N1Cc1nc2ccccc2o1 | 88
CS(=O)(=O)c1ccc2nc(N)sc2c1 | 80
C=CCn1c(C(C)NC(=O)CCC)nc2ccccc21 (configuration not stated) | 88
Nc1nc(-c2ccccc2)cc(N2CCCCC2)n1 | 85
Cc1ccc(-n2c3c(cc(C(=O)O)c2=O)C(=O)CC(C)(C)C3)cc1 | 99
CC(C)(C)c1ccc(C(=O)N2CCC(C(=O)NCC3CCCO3)CC2)cc1 (configuration not stated) | 101
CCSc1nc(O)c(C2OC(=O)c3c2ccc(OC)c3OC)c(=O)n1-c1ccccc1 (configuration not stated) | 88
Cc1ccc2c(C)nc(NC3=NCN(Cc4ccccc4)CN3)nc2c1 | 91
Cn1nnnc1SCC(=O)N(C1CCCCC1)C1CCCCC1 | 67
COc1ccc2c(=O)c(N3C(=O)c4ccccc4C3=O)c(C)oc2c1 | 107
CC(CCc1ccccc1)NCc1ccncc1 (configuration not stated) | 90
C=CCOc1ccc(C2N3CC4(CC)CN2CC(CC)(C3)C4=O)cc1 (configuration not stated) | 76
O=C(NCCc1ccc2c(c1)OCO2)C1CCN(S(=O)(=O)c2ccc(Cl)cc2)CC1 | 66
CCCN(CCC)Cc1c(C(=O)OCC)nnn1-c1nonc1N | 82
CCOc1ccc(-c2cn(CCC#N)cn2)cc1 | 90
NC(=O)c1nc(N2CCOCC2)nc(N2CCOCC2)n1 | 117
O=C(c1ccco1)N(CCCN1CCOCC1)c1nc(-c2ccc(F)cc2)cs1 | 77
CCOC(=O)c1cc(C#N)c(NCc2ccccc2)nc1C | 94
COc1ccccc1-n1cnc(N)c1C(=O)c1ccccc1 | 128
Cc1nc2ccccn2c1/C(O)=C1\C(=O)C(=O)N(CCN(C)C)C1c1cccnc1 (configuration not stated) | 127
CCN1C(=O)c2cccc3c(NC(=O)c4ccc(S(=O)(=O)N(C)C)cc4)ccc1c23 | 79
CCOC(=O)/C(N=O)=C(\O)C1CCN(C(=O)OCC)CC1 | 101
CN1CC(=O)N(C)c2ncn(Cc3ccccc3)c2C1=O | 103
COc1cc(C(=O)NCCc2ccc3c(c2)OCCO3)ccc1OCC(=O)N1CCOCC1 | 101
O=C1CC(c2ccco2)Cc2nc(N3CCN(Cc4ccc5c(c4)OCO5)CC3)ncc21 (configuration not stated) | 76
CCC(C)n1c(-c2cccs2)nc2nc3ccccc3nc21 (configuration not stated) | 106
CC(C(=O)NC(=O)NCc1ccccc1)N1C(=O)c2ccccc2C1=O (configuration not stated) | 89
CCS(=O)(=O)C(=C1NCCO1)S(=O)(=O)CC | 107
COc1ccc(Cl)cc1NC(=O)C1CCCO1 (configuration not stated) | 98
CCS(=O)(=O)c1nc2ccccc2n1CC(=O)N1CCOCC1 | 101
CNC(=O)Oc1ccc2c(c1)[C@]1(C)CCN(C)[C@@H]1N2C | 99
COc1ccccc1NC(=O)c1ccc(NS(C)(=O)=O)cc1 | 114
CCOc1ccc2[nH]cc(C(=O)N3CCN(CC)CC3)c(=O)c2c1 | 92
O=C(NC1(C(F)(F)F)NC(=O)N(Cc2cccnc2)C1=O)c1ccncc1 (configuration not stated) | 90
O=C1NC(c2ccncc2)Nc2sc3c(c21)CCCC3 (configuration not stated) | 98
CSc1nnc2c3c4c(sc3nc(-n3nc(C)cc3C)n12)COC(C)(C)C4 | 94
c1ccc2c(c1)Cn1nnnc1-2 | 102
O=C(c1csc2ccccc12)N1CCCCCC1 | 81
CCOC(=O)Cc1cc(=O)n2[nH]c(C)cc2n1 | 94
CCSc1nc(O)c(CC)c(=O)n1C(C)CC (configuration not stated) | 104
O=c1c2ccccc2c2ccccc2c(=O)n1Cc1cccnc1 | 110
COc1ccc(CNc2cc(C)nc3ncnn23)c(OC)c1 | 40*
Cc1ccc(-c2cn(S(=O)(=O)c3cccc4nsnc34)nc2N)cc1 | 97
CC1CCN(C(=O)c2ccc3c(c2)OCCO3)CC1 | 85
CCn1nc(NC(=O)c2ccncc2)c2cc3cccc(C)c3nc21 | 102

The results go on:
smiles | SK-BR-3 tox 24h
Cc1cc(/C=C(/C#N)c2cccc(F)c2)c(C)n1-c1cccnc1 | 78
O=C(CSc1n[nH]c(-c2ccncc2)n1)Nc1ccccn1 | 97
Cn1c(=O)[nH]c(=O)c2c1nc(N1CCCCCC1)n2Cc1cccc2ccccc12 | 103
Cn1c(CN2CCOCC2)nc2cc(NC(=O)c3ccc(F)cc3)ccc21 | 81
COc1ccc(C(=O)N2CCC(n3c(C)nc4cc(F)ccc43)CC2)cc1OC | 84
Cc1cc(NC(=O)CN2CCN(c3ncccn3)CC2)no1 | 78
Cc1ccc(C(=O)NC2CC(C)(C)NC(C)(C)C2)c(C)c1 | 93
CCn1cc(C(=O)Nc2ccc(-n3cnnn3)c(OC)c2)c(=O)c2ccc(C)nc21 | 74
Cc1cc(/C=c2/sc3nc4ccccc4n3c2=O)c(C)n1-c1ccccn1 | 112
O=C(CNC(=O)c1cc2ccccc2o1)NCc1cccs1 | 98
O=C(Nc1ccc(F)cc1F)c1cccnc1 | 98
Cc1cc(=O)c2c(C)nn(-c3ccccc3)c2[nH]1 | 95
Cc1ccc(C(O)c2nc3ccccc3n2C(C)C)cc1 (configuration not stated) | 76
O=C(NCc1cccnc1)c1noc2c1CCCCC2 | 87
O=C(NC1CCN(C(=O)N2c3ccccc3Sc3ccccc32)CC1)c1ccco1 | 103
C=CCn1c(N)cc(=O)nc1SCC(=O)Nc1ccccc1 | 94
CS(=O)(=O)N(CCc1ccccc1)CC(=O)N1CCN(Cc2ccc3c(c2)OCO3)CC1 | 95
CCOC(=O)c1sc(Nc2nc3c(OC)cccc3s2)nc1C | 75
O=C1CC(c2ccc(F)c(Br)c2)C2=C(CCCC2=O)N1 (configuration not stated) | 89
COc1ccc(CNC(=O)c2ccc(=O)oc2)cc1OC | 106
Cc1nn(-c2ccc(F)cc2)c2sc(C(=O)N3CCCCCC3)cc12 | 82
CCCn1c(SCC(=O)Nc2nc3c(s2)CCCC3)nc2c1c(=O)n(C)c(=O)n2C | 91
Cn1c(=O)[nH]c(=O)c2c1nc(Br)n2CCSc1ncccn1 | 95
S=c1nc(-c2ccccc2)[nH]n1-c1ccccc1 | 96
COc1ccc(N2CCN(S(=O)(=O)c3cccs3)CC2)cc1 | 101
Cc1ccc(NC(=O)c2c(O)c3ccccc3n(C)c2=O)nc1 | 84
CCNCc1cc2cc(C)ccc2[nH]c1=O | 75
Cc1ccc(S(=O)(=O)Nn2c(C)nnc2-n2nc(C)cc2C)cc1 | 95
Fc1ccc(Cn2nnnc2CN2CCN(C3CCCC3)CC2)cc1 | 76
CC(C)(C)c1cc(NC(=O)COC(=O)c2ccc3c(=O)n4c(nc3c2)CCC4)n(-c2ccccc2)n1 | 91
Cc1cc(NS(=O)(=O)c2ccc(OCCNS(C)(=O)=O)cc2)no1 | 97
CC(C)Cn1c(N)c(C(=O)NCc2cccs2)c2nc3ccccc3nc21 | 87
O=C(CN(C(=O)c1cc2c(s1)CCC2)C1CCCC1)NCc1cccs1 | 73
Cc1ccc2c(NC(=O)C3CC3)c(C)ccc2n1 | 83
CCCCNC(=O)CCCn1c(=O)[nH]c2ccc(Br)cc2c1=O | 87
O=C(O)CCNS(=O)(=O)c1ccc2c(c1)Cc1ccccc1-2 | 112
O=C(O)CCC(=O)CCC(=O)c1ccc(Cl)cc1 | 96
Cc1ccc(NC(=O)NCCc2ccc(S(N)(=O)=O)cc2)cc1 | 93
CCN(CC)CCN(Cc1cc2cc(C)ccc2[nH]c1=O)C(=O)Nc1ccccc1OC | 93
N#C/C(C(N)=O)=c1/ccc2c(c1)N1C3=C(CCCC3)CC3CCCCC31N=2 (configuration not stated) | 62
C=CCn1c(SCC(=O)Nc2ccccc2CC)nnc1-c1ccncc1 | 93
CCCCOc1ccc(C)cc1CN(CCO)CCO | 105
CNS(=O)(=O)c1cc(OCC(N)=O)c(C)cc1Cl | 115
FC(F)(F)c1cc(-c2ccccc2)nc(-n2cncn2)n1 | 95
Cc1ccccc1N(CC(=O)NCc1ccncc1)S(C)(=O)=O | 95
O=C(O)c1cc2ccccc2n1-c1ccccc1 | 91
Cc1noc(N)c1C(=O)Nc1ccc(F)cc1 | 79
Cc1cc(N2CCCC2)nc(-c2ccccc2O)n1 | 109
COc1ccccc1N(CC(=O)NC1CCCCC1)C(=O)CCC(=O)Nc1ccccn1 | 68
O=C(c1ccc(-n2cnnn2)cc1)N1CCN(C(c2ccccc2)c2ccccc2)CC1 | 103
CCOC(=O)C1CCN(Cc2ccc(F)c(Br)c2)CC1 | 84
COc1ccc(CNC(=O)c2cc(-c3ccccc3O)n[nH]2)cc1 | 98
Cc1ccc(N(CC(=O)O)C2SC(=O)NC2=O)cc1 (configuration not stated) | 105
Cc1nc2n[nH]c(N)c2c2c1COC(C)(C)C2 | 96
O=C(/C=N/O)NCCCN1CCCCCC1 | 101
CCOC(=O)C1=C(C)NC(C)=C(C(=O)OC)C1c1cccc(Cl)c1Cl (configuration not stated) | 105

Filtered by structure, the entries above containing a CF3 group.
smiles | SK-BR-3 tox 24h
FC(F)(F)Oc1ccc(Nc2nc3ccccc3o2)cc1 | 92
O=C(NC1(C(F)(F)F)NC(=O)N(Cc2cccnc2)C1=O)c1ccncc1 (configuration not stated) | 90
FC(F)(F)c1cc(-c2ccccc2)nc(-n2cncn2)n1 | 95

(more compounds)
smiles | SK-BR-3 tox 24h
O=C1Cc2ccccc2N1c1ccccc1 | 89
CCOC(=O)c1oc2ccccc2c1NC(=O)CN1CCN(C)CC1 | 85
Cc1ccccc1OCc1nnc(SCC(=O)NCc2ccccc2)n1C | 82
Cc1cccc(C)c1NC(=O)N1CC=C(n2c(=O)[nH]c3ccccc32)CC1 | 76
Cc1cc2n(n1)C(c1ccc(N(C)C)cc1)Nc1ccccc1-2 (configuration not stated) | 103
COc1ccccc1CCNC(=O)c1ccoc1C | 88

Quoted from the listing.
`CCOC(=O)c1oc2ccccc2c1NC(=O)CN1CCN(C)CC1` @ SK-BR-3 tox 24h: 85
`Cc1cc2n(n1)C(c1ccc(N(C)C)cc1)Nc1ccccc1-2` (configuration not stated) @ SK-BR-3 tox 24h: 103
`Cc1ccccc1OCc1nnc(SCC(=O)NCc2ccccc2)n1C` @ SK-BR-3 tox 24h: 82
